EPAC2 agonist: agonists of human EPAC2 (RAPGEF4) | Q8WZA2 | EPAC2 activation, biochemical qHTS; response scale: 100% = 6.5 mM cAMP response | Potency, µM (doses to about 154 µM), for inactives: at the highest dose activation, usual class: activators | 360,000 compounds, 0.079% hits | AID 720711; also: potency is read from the fitted curve at half-maximal effect; nearly all actives have a fitted effect of over 50% in size
Target sequence (Q8WZA2 whole entry, looked up): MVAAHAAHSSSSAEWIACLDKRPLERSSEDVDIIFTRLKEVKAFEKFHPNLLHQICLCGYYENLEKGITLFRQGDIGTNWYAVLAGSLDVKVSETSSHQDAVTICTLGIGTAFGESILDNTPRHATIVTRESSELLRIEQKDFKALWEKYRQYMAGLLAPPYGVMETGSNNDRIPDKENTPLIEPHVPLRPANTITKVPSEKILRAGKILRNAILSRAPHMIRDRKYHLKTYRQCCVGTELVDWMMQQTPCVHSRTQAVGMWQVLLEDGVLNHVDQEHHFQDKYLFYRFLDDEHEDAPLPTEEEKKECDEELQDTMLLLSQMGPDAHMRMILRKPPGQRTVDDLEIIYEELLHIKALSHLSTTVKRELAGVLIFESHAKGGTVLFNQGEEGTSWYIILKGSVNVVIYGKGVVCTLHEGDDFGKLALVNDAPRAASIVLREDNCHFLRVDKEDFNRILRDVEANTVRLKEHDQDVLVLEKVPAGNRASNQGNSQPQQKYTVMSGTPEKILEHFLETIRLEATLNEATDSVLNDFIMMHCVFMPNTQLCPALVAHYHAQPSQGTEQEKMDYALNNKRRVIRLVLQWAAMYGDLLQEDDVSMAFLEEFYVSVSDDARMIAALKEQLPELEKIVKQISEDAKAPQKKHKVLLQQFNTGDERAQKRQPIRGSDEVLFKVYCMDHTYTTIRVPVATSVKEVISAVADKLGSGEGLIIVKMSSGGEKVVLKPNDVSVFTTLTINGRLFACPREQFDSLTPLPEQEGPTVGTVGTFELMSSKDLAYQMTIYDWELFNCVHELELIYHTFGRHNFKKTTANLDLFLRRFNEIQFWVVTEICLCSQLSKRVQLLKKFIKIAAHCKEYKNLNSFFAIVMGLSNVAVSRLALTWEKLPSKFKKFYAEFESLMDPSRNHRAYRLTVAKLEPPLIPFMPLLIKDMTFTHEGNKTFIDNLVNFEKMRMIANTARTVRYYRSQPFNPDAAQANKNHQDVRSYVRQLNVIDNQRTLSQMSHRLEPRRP
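Readout is BODIPY fluorescence (480 nm excitation, 540 nm emission), which falls as labeled GDP is exchanged off Rap1B. EPAC2 at 100 nM acted on 250 nM RAP1B-BODIPY-GDP with 50 uM GDP present.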
DRD3 agonist: activates the human D3 dopamine receptor | P35462 | D3R DiscoveRx beta-arrestin cells, luminescence, 90 min | max activation, % | 410,000 compounds, 0.58% hits | AID 652048; in the data active = max activation above about 30%; also: 0% is about no effect; mostly tested at two doses, the higher about 12 µM
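Cells at 1500/well, incubated overnight, then treated with pinned compounds (dopamine as control) for 90 min at 37 degrees C. DiscoveRx reagent added for 30 - 60 minutes at room temperature; luminescence read.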
PTHR1 ag: agonists of human PTHR1 parathyroid hormone receptor. Q03431. HEK293 GP2 PTHR1 cells, GloSensor cAMP luminescence, 1 h. Potency, µM (titrated, usually from 115 µM), inactives show at the highest dose activation, actives largely listed as activators. 410,000 compounds, 0.075% hits; also: potency is read from the fitted curve at half-maximal effect; nearly all actives have a fitted effect of over 55% in size; some results filed as inactive show a strong effect at the top dose; inactives centre near -15; many of its hits are not listed in these tables
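HEK-293-derived GP2 cells expressing PTHR1 and a GloSensor cAMP reporter, 3,000/well, plated overnight, given luciferin plus IBMX (each 0.5 mM as added) for 1 h at 37 °C, then compound for 1 h at 37 °C. Luminescence was read after 15 min at room temperature.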
EPAC2 antag: blocks human EPAC2 exchange factor | Q8WZA2 | 360,000 compounds, 0.18% hits | EPAC2 GEF exchange of Rap1B-BODIPY-GDP, fluorescence | AID 720708 | Potency, µM (top dose mostly 114 µM), inactives show at the highest dose activity, negative = inhibition, usual class: inhibitors; also: potency is read from the fitted curve at half-maximal effect; % is scaled to controls: 0 for no effect and ±100 for the full control effect; nearly all actives have a fitted effect of over 45% in size; many of its hits are not listed in these tables
CCT modulator: modulators of cytosolic chaperonin (CCT/TRiC) activity; 360,000 compounds, 0.3% hits; purified chaperonin ATPase assay, HTRF ADP detection, 30 min; activity change, % (no concentration beside the values), hits read low; in the data active = activity change below about -30%; also: % is scaled to controls: 0 for no effect and ±100 for the full control effect
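First, chaperonin was dispensed at 40 nM or 20 nM final depending on batch activity. Next, compounds were pinned at 76 uM and ATP added at 10 uM. After 30 min at 37 °C, ADP detection reagents ran 30 min at ambient temperature.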
Akt phos inh: blocks phosphorylation of Akt; Neuro2A IGF-stimulated pAkt S473 HTRF, 20 min; stronger effect = lower value; activity change, % for hits at 50 µM; 360,000 compounds, 0.32% hits; AID 651550; in the data active = activity change below about -80%; inconclusive = mostly about -51% to -80%; also: % is scaled to controls: 0 for no effect and ±100 for the full control effect
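Single-point screen (50 µM final compound) in Neuro2A cells stimulated 20 min with 6 nM IGF at 37 deg C. After lysis, Ser473-phosphorylated Akt read by HTRF (ex 330 nm, em 615/665 nm) as the 665/615 ratio.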
Mm-Cpn inhibitor: M. maripaludis TRiC chaperonin inhibition | purified Mm-Cpn ATPase, ADP Transcreener TR-FRET | Potency, µM (titrated, usually from 76.9 µM), for inactives: at the highest dose activity, negative = inhibition, hits mostly inhibitors | 330,000 compounds, 0.031% hits; also: potency is read from the fitted curve at half-maximal effect; % is scaled to controls: 0 for no effect and ±100 for the full control effect; nearly all actives have a fitted effect of over 80% in size
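Inhibition of chaperonin ATP hydrolysis is measured as reduced ADP production, detected by competitive TR-FRET in which signal falls with ADP. Final enzyme 25 nM and ATP 10 uM, reacted 30 min at 37°C.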
D3 antag: blocks the human D3 dopamine receptor | max response, negative = inhibition, % | P35462 | 360,000 compounds, 2.5% hits | D3R cells, DiscoveRx beta-arrestin luminescence, antagonist mode; stronger effect = lower value; in the data active = max response below about -50%; inconclusive = no clear call, values can overlap the other calls; also: % is scaled to controls: 0 for no effect and ±100 for the full control effect; mostly tested at two doses, the higher about 12 µM
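Cells expressing the human receptor were seeded at 1500 cells/well, incubated overnight at 37 degrees C in 5% CO2, then exposed to library compounds with dopamine controls for 90 minutes at 37 degrees C before luminescent detection.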
Starred values were filed as active, the others as inactive; i = inactive; ? = inconclusive; · = no result given; & = joins results of further samples; [ ] = another dose, or the depositor's remark. Unless noted, calls follow the shape of the dose curve; as a rule, active = well fitted curve in the direction sought with a large enough effect; inconclusive = small, poorly fitted or top-dose-only effect, or another doubt; inactive = no such curve, though single readings can be large; an effect the other way counts as inactive or inconclusive.

SMILES	EPAC2 agonist	DRD3 agonist	PTHR1 ag	EPAC2 antag	CCT modulator	Akt phos inh	Mm-Cpn inhibitor	D3 antag
CC(C)c1ccc(CNc2ccc3c(c2)ncn3C)cc1	-3.9%	1.9	i	-21.5%	-1.0	i	1.5%	26.1
CCOC(=O)C1CCN(C(=O)CCc2c(C)nc3ncnn3c2C)CC1	-0.8%	-2.9	i	-1.0%	0.2	i	0.1%	7.5
COc1ccccc1CNC(=O)c1csc2c1CCCC2	10.7%	-4.9	-19.0%	-0.7%	-4.7	i	-1.5%	-16.6
COc1ccc(C)cc1NC(=O)C1CCCN(S(=O)(=O)c2ccc(-n3cnnn3)cc2)C1 (configuration not stated)	10.9%	-3.9	-3.5%	1.4%	1.9	i	2.5%	6.0
CCc1ccccc1NC(=O)CSc1nc2ccccc2n1CC(=O)N1CCCC1	11.5%	3.7	i	16.3%	-1.1	i	-1.3%	0.0
COc1ccc(C(=O)Nc2c(O)ccc3ccccc23)cc1OC	-1.0%	11.4	-11.0%	4.6%	0.3	i	·	-5.5
O=S(=O)(c1ccccc1)c1nc(-c2ccc(F)cc2)oc1N1CCOCC1	11.7%	-23.9&9.0	-13.0%	-9.0%	-4.6	i	-1.4%	-3.2
Cc1[nH]n(-c2ccc(Cl)cc2)c(=O)c1/C=N/c1nnc(-c2ccccc2)s1	4.4%	-3.1	-13.3%	4.7%	-0.8	i	-3.6%	-7.1
O=C(c1ccco1)N1CCN(C(=O)C2(S(=O)(=O)c3ccc(Cl)cc3)CC2)CC1	-0.8%	0.5	i	7.3%	0.8	i	0.9%	23.4
Cc1ccc(Cn2c(C)cc3c(c2=O)C(c2cccs2)C(C#N)=C(N)O3)cc1 (configuration not stated)	-6.6%	9.3	i	7.6%	-0.5	i	-4.7%	12.0

An excerpt from above in order of length of the SMILES, highest first.
SMILES	EPAC2 agonist	DRD3 agonist	PTHR1 ag	EPAC2 antag	CCT modulator	Akt phos inh	Mm-Cpn inhibitor	D3 antag
COc1ccc(C)cc1NC(=O)C1CCCN(S(=O)(=O)c2ccc(-n3cnnn3)cc2)C1 (configuration not stated)	10.9%	-3.9	-3.5%	1.4%	1.9	i	2.5%	6.0
Cc1[nH]n(-c2ccc(Cl)cc2)c(=O)c1/C=N/c1nnc(-c2ccccc2)s1	4.4%	-3.1	-13.3%	4.7%	-0.8	i	-3.6%	-7.1
Cc1ccc(Cn2c(C)cc3c(c2=O)C(c2cccs2)C(C#N)=C(N)O3)cc1 (configuration not stated)	-6.6%	9.3	i	7.6%	-0.5	i	-4.7%	12.0
O=S(=O)(c1ccccc1)c1nc(-c2ccc(F)cc2)oc1N1CCOCC1	11.7%	-23.9&9.0	-13.0%	-9.0%	-4.6	i	-1.4%	-3.2
CCc1ccccc1NC(=O)CSc1nc2ccccc2n1CC(=O)N1CCCC1	11.5%	3.7	i	16.3%	-1.1	i	-1.3%	0.0
CCOC(=O)C1CCN(C(=O)CCc2c(C)nc3ncnn3c2C)CC1	-0.8%	-2.9	i	-1.0%	0.2	i	0.1%	7.5
COc1ccc(C(=O)Nc2c(O)ccc3ccccc23)cc1OC	-1.0%	11.4	-11.0%	4.6%	0.3	i	·	-5.5
CC(C)c1ccc(CNc2ccc3c(c2)ncn3C)cc1	-3.9%	1.9	i	-21.5%	-1.0	i	1.5%	26.1

Other entries:
SMILES	EPAC2 agonist	DRD3 agonist	PTHR1 ag	EPAC2 antag	CCT modulator	Akt phos inh	Mm-Cpn inhibitor	D3 antag
COc1ccc2[nH]c(=O)c(CN(CCCN3CCOCC3)C(=O)NCc3ccccc3)cc2c1	8.6%	-4.3	i	6.2%	0.1	i	0.5%	30.0
CCCNC(=O)N1c2ccccc2Sc2ccccc21	-3.6%	-1.1	i	-4.1%	-0.7	i	-5.1%	1.8
CCNC(=O)CC1C(=O)N(c2ccc(C)cc2)C(=O)N1CCc1ccc(OC)c(OC)c1 (configuration not stated)	5.9%	1.9	i	-2.3%	-1.2	i	2.3%	13.0
C[C@@H]1CN([C@@H](C)CO)S(=O)(=O)c2ccc(Br)cc2O[C@H]1CN(C)C(=O)Nc1ccc(C(F)(F)F)cc1	8.0%	-4.3	i	-18.3%	-8.4	i	·	-11.3
COCCNC(=O)C(C)N1c2cccc3cccc(c23)S1(=O)=O (configuration not stated)	-1.8%	1.2	-24.2%	0.7%	1.1	i	1.2%	-16.2
COc1ccc(NC(=O)C2CCCN2c2nn3c(=O)cc(C)nc3s2)cc1 (configuration not stated)	-0.2%	3.8	-2.7%	-7.1%	0.8	i	-3.0%	-13.5
Cc1ccccc1-c1nnc(-c2ccccc2)o1	4.7%	-10.6	-16.9%[57.5 µM]	7.1%	-0.2	i	0.5%	6.1
Cc1cc(C)n(/N=C\c2c(O)ccc3ccccc23)c(=O)c1C(N)=O	-3.1%	2.3	i	1.1%	-2.7	i	0.8%	?
CSc1nc2ccc(NC(=O)c3ccc(F)c(F)c3)cc2s1	7.5%	5.3	-25.4%	1.3%	0.9	i	-1.3%	-10.8
Cc1ccccc1CSc1nnc(C)c(=O)[nH]1	-2.8%	0.6	-47.1%[inhibitor]	12.4%	-0.4	i	2.4%	-0.3
N#Cc1cc2c(nc1SCc1ccccc1)CCC2	-3.2%	-4.2	-8.2%[57.5 µM]	-3.7%	-1.1	i	0.3%	-2.4
CC(=NNC(=O)c1ccncc1)c1cc(Cl)ccc1Cl	6.7%	-9.7	i	13.0%	0.2	i	·	-0.3
Cc1cc(C)n(CC(=O)O)n1	1.8%	2.2	i	-0.2%	-0.5	i	-0.2%	-0.8
CCN(CC1CCCO1)C(=O)CCc1nnc(Cc2ccc3c(c2)OCO3)o1 (configuration not stated)	7.7%	18.7	i	1.7%	-1.5	i	2.1%	4.4
CCOc1cc(C2NC(=O)N(C)C(C)=C2C(=O)OC)cc(Br)c1O (configuration not stated)	0.9%	-1.0	i	-3.4%	-1.1	i	-0.1%	14.7
CC(C)CNC(=S)NNC(=O)c1ccc(OC(F)F)cc1	0.6%	-5.4	i	-2.1%	-3.0	i	0.5%	-12.3
CCOC(=O)c1cn(Cc2ccccc2)c(C(=O)OC(C)(C)C)c1O	4.3%	8.5	-95.1%[inhibitor]	-8.0%	-1.0	i	·	?
CCCC(=O)c1ccc(-c2ccccc2)cc1	5.3%	-6.1	-5.7%	1.2%	0.6	i	0.8%	31.4
CN1CCN(C(=O)c2ccc(CS(=O)(=O)c3c(Cl)cccc3Cl)o2)CC1	1.1%	-3.0	i	-7.0%	1.4	i	-0.3%	3.2
CCOc1ccc(NC(=O)Nc2cc(C(C)C)c(O)cc2C)cc1	-0.7%	1.3	-11.7%	0.0%	-1.8	i	3.3%	-10.3
CN(C)C(=O)c1cn(-c2ccccc2)nc1-c1cccs1	4.6%	-2.3	i	-6.9%[57.1 µM]	1.6	i	-5.6%	-1.8
O=C(CSc1nccn1-c1ccccc1)c1ccc(Cl)cc1	1.0%	3.3	-6.9%	-5.4%	3.2	i	-2.4%	27.6
CC1CN(Cc2cc(=O)oc3cc(O)ccc23)CC(C)O1 (configuration not stated)	4.9%	5.8	-4.9%	-3.8%	0.3	i	-4.3%	-7.9
O=C(Nc1ccc(F)cc1)Nc1cc(OCC(F)(F)F)cc(OCC(F)(F)F)c1	6.3%	6.1	-25.3%	-7.7%	-0.7	i	2.0%	9.7
Cc1ccc(N2OC3C(=O)NC(=O)C3C2c2ccco2)cc1 (configuration not stated)	-1.6%	5.9	0.2%	-17.1%	-0.7	i	1.1%	-2.4
Cn1cccc1/C=N/NC(=O)c1sc2ccccc2c1Cl	-0.1%[15.6 µM]	-12.1	-3.7%[57.5 µM]	-3.5%	1.0	·	-2.5%	2.1
CC(O)c1cc2c(s1)c1cnn(Cc3ccccc3F)c(=O)c1n2C (configuration not stated)	4.9%	·	-7.2%	2.0%	·	·	-0.4%	·
O=C(O)C(CCc1ccccc1)(Cc1ccccc1)C(=O)O	-3.4%	-4.3	i	13.4%	0.0	i	·	0.2
COc1ccc(C2N(C(=O)c3ccccc3)CCN2C(=O)c2ccccc2)cc1	-3.0%	-1.7	i	-3.0%	-1.9	i	0.7%	-1.5
CCOc1ccccc1NC(=O)Cn1c(-c2ccc(Cl)cc2)noc1=O	4.6%	2.1	i	0.0%	2.2	i	1.1%	25.3
Cc1ccc(-c2cc(C(F)F)n3ncc(C(=O)N4CCc5ccccc5C4)c3n2)cc1	4.5%	4.6	-10.5%	-11.1%	-1.0	i	-0.4%	0.0
FC(F)(F)c1ccc2c(c1)nc1n2CCCC1	-7.0%	1.4	i	16.7%	1.2	i	-0.8%	4.3
Cc1onc(-c2ccccc2Cl)c1C(=O)N1CCCc2ccccc21	9.0%	-7.5	i	-10.4%	-2.8	i	-1.4%	-12.4
Cn1c(-c2ccccc2)c(/C=N/NC(=O)c2ccc(O)cc2)c2ccccc21	5.4%	-13.0	-38.6%[inhibitor]	-4.8%	-1.3	i	-6.2%	2.6
O=C(CCN1CCCCC1)Nc1cccc(Br)c1	11.4%	-25.1	-11.0%	0.2%	0.2	i	-23.0%	?
COc1cc(Cl)c(C)cc1NC(=O)CN1CCN(C(=O)c2cccs2)CC1	-0.2%	7.6	-39.2%[inhibitor]	-9.6%	0.8	i	·	?
CCCCC[C@H](C)N1C[C@H](COCc2ccccc2)Oc2cc(N3CCC[C@@H]3CO)ccc2S1(=O)=O	-7.9%	6.6	i	-25.4%	-0.4	i	·	24.1
CCOc1ccc(N2C(=O)NC(Cc3c[nH]c4ccccc34)C2=O)cc1 (configuration not stated)	0.1%	-3.1	i	7.9%	4.2	i	-0.7%	0.0
CCOC(=O)CC1C(=O)NCCN1C(=O)c1ccc(Cl)c(Cl)c1 (configuration not stated)	18.0%	-2.8	i	-3.0%	-3.0	i	2.0%	-4.0
Cc1c(Cl)cccc1NC(=O)CSc1nc2ncc(Cl)cc2[nH]1	-0.7%	-1.1	-31.9%[inhibitor]	-8.9%	0.7	i	?	32.6
CCCNC(=O)CN(C)S(=O)(=O)c1ccc(F)cc1	-0.3%	18.6	i	11.2%	-0.1	i	0.1%	3.6
BrC(=C\c1ccccc1)/C=N/Nc1nc2ccccc2[nH]1	12.7%	-13.7	-65.9%[inhibitor]	-1.9%	3.3	i	-0.3%	-13.5

Source: PubChem

An excerpt; count on the stated rates, not on these rows.
